B2AR arrestin: qHTS assay of beta-arrestin-biased ligands of beta2-adrenergic receptor. Beta-2 adrenergic receptor (Homo sapiens), P07550. beta-arrestin recruitment to beta2AR, cell-based reporter. Potency, µM (series often up to 46.1 µM), inactives show top-dose activation, usual class: activators. 330,000 tested, 0.02% active. AID 492947, 2010;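 further: potency means the concentration at half of the fitted maximal effect; 0% = DMSO controls and full agonism = EC100 isoproterenol or metaproterenol; nearly all actives have a fitted effect of over 65% in size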
ASM inhibitor: Inhibitors of Secretory Acid Sphingomyelinase (S-ASM): qHTS. 340,000 tested, 0.006% active. Potency, µM (series often up to 57.5 µM), for the others: top-dose activity change, negative = inhibition, actives largely listed as inhibitors. Sphingomyelin phosphodiesterase (Homo sapiens), P17405. placental ASM, HMU-PC fluorogenic substrate, 60 min; further: potency means the concentration at half of the fitted maximal effect
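Steps: dispense placental human ASM, pin compound, wait 10 min at room temperature, add HMU-PC0 substrate at 9 uM final, incubate 60 min at 37 °C, add stop solution raising pH to 10, read fluorescence.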
Menin-MLL TR inh: qHTS Assay for Inhibitors Targeting the Menin-MLL Interaction in MLL Related Leukemias: Competition With Texas Red Labeled MLL-derived Mutant Peptide. O00255. Menin + Texas Red MLL mutant peptide, fluorescence polarization. Potency, µM (series often up to 61.6 µM), for inactives: at the top dose FP activity change, negative = inhibition, most hits filed as inhibitors. 270,000 tested, 0.23% active. AID 1768, 2009; active means well fitted inhibition curve with a large enough effect in the polarisation, with a control signal flat, not every such curve was filed as active; inconclusive means small, poorly fitted or top-dose-only effect, or effect the other way, or a change in a side signal; inactive means no such curve, though single readings can be large or run the other way; the % refers to the polarisation; further: potency means the concentration at half of the fitted maximal effect; % of control where 0% means no effect; many of its hits are not listed in these tables
GALK inh: qHTS Assay for Inhibitors of Human Galactokinase (GALK). P51570. Purified GALK, Kinase-Glo residual ATP luminescence. Potency, µM (series often up to 57.5 µM), for inactives: top-dose activity change, negative = inhibition, usual class: inhibitors. 270,000 tested, 0.007% active. AID 1868, 2009; further: potency means the concentration at half of the fitted maximal effect; on the % scale 0 is the no-effect control and ±100 the full control effect
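Human GALK (5 nM) with 35 uM ATP and 100 uM galactose in 20 mM HEPES pH 8.0, 5 mM MgCl2, 60 mM NaCl, 1 mM DTT, 0.01% BSA. After 1 h at room temperature, leftover ATP was read by Kinase-Glo Plus luminescence.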
PKM2 act: qHTS Assay for Activators of Human Muscle isoform 2 Pyruvate Kinase; purified PKM2, Kinase-Glo ATP luminescence, activation; response scale: 0% is enzyme alone, no compound; Pyruvate kinase PKM (Homo sapiens), P14618; AID 1631, 2009; 260,000 tested, 0.34% active; Potency, µM (top dose mostly 57.5 µM), inactives show at the top dose activation, usual class: activators; further: potency means the concentration at half of the fitted maximal effect; on the % scale 0 is the no-effect control and ±100 the full control effect; nearly all actives have a fitted effect of over 55% in size
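Purified hPK-M2 (>95% pure) converted ADP (0.1 mM final) to ATP with 0.5 mM PEP in 50 mM imidazole pH7.2, KCl, MgCl2, Tween 20, BSA; 1 h at room temperature. ATP detected by Kinase-Glo luminescence.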
Giardia kill: Small Molecules that selectively kill Giardia lamblia: qHTS; Giardia lamblia trophozoite viability; activity change, % at 7.66 µM, hits read low; 340,000 tested, 0.15% active; in the data active means activity change below about -80%; inconclusive means between about -30% and that limit;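 further: parasites exposed to compound for two days anaerobically before the ATP read; on the % scale 0 is the no-effect control and ±100 the full control effect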
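Viability, read as ATP luminescence: trophozoites at 100 cells/well, compound added, 48 hrs anaerobic at 37 deg C, then 15-30 min room-temperature development before reading.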
FBPA coupling cs: qHTS Assay for Inhibitors of Fructose-1,6-bisphosphate Aldolase from Giardia Lamblia: Coupling assay counterscreen. coupling enzyme system counterscreen, AmpLite Red fluorescence. activity change, negative = inhibition, % at 58.2 µM, hits read low. 290,000 tested, 0.67% active; in the data active means activity change below about -30%; further: on the % scale 0 is the no-effect control and ±100 the full control effect
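Fluorescence at 525 nm excitation and 598 nm emission measured inhibition of the coupled detection system without aldolase. Compounds (at 57.5 uM final) were preincubated 10 min at room temperature with coupling enzyme reagent before a 20 min substrate/AmpLite Red step.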
Chronic BCR inh: qHTS Assay to Find Inhibitors of Chronic Active B-Cell Receptor Signaling | ABC-DLBCL IkBa-CBG/CBR reporter, luminescence ratio, 4 h | Potency, µM (titrated, usually from 46.1 µM), without a hit: at the top dose ratio change, negative = lower green/red ratio, actives largely listed as inhibitors | 340,000 tested, 0.05% active | AID 493014, 2011; active means well fitted inhibition curve with a large enough effect in the signal ratio, with a control signal flat, not every such curve was filed as active; inconclusive means small, poorly fitted or top-dose-only effect, or effect the other way, or a change in a side signal; the % refers to the signal ratio;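 further: potency means the concentration at half of the fitted maximal effect; plate controls were basal doxycycline-induced cells for no effect and cells given 10 µM MG132 for full effect; MG132 reads +100%, hits lower the ratio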
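Compounds up to 46 uM were incubated four hours with TMD8 cells whose green CBG68 luciferase is fused to IkappaBalpha; red CBR luminescence normalised the signal, and concentration-effect curves were fitted to fusion, red and ratio data.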
a7 integrin act: qHTS for Activators of Integrin-Mediated Alleviation for Muscular Dystrophy; 350,000 tested, 0.064% active; Potency, µM (titrated, usually from 38.3 µM), for the others: top-dose activation, usual class: activators; alpha7betagal myoblasts, beta-gal FDG fluorescence, 48 h;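 further: potency means the concentration at half of the fitted maximal effect; 100% = response of the positive control SU9516; nearly all actives have a fitted effect of over 60% in size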
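alpha7betagal+/- myoblasts (passage 13, 250/well) treated 48 h at 37C with compounds at 1:260 dilution of DMSO stock. Lysed, then beta-galactosidase activity read as FDG fluorescence (ex 480/em 540) after 30 min, with pre-read for autofluorescence.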
Tb PFK block: qHTS Assay to Find Inhibitors of T. brucei phosphofructokinase | ATP-dependent 6-phosphofructokinase (Trypanosoma brucei brucei), O15648 | T. brucei PFK, ADP-Glo luminescence | Potency, µM (highest dose often 57.5 µM), inactives show at the top dose activity, negative = inhibition, hits mostly inhibitors | 330,000 tested, 0.17% active | AID 485367, 2010;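 further: potency means the concentration at half of the fitted maximal effect; 0% = uninhibited 1x PFK enzyme wells and -100% = no-enzyme wells; nearly all actives have a fitted effect of over 60% in size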
Target sequence (O15648 whole entry, looked up): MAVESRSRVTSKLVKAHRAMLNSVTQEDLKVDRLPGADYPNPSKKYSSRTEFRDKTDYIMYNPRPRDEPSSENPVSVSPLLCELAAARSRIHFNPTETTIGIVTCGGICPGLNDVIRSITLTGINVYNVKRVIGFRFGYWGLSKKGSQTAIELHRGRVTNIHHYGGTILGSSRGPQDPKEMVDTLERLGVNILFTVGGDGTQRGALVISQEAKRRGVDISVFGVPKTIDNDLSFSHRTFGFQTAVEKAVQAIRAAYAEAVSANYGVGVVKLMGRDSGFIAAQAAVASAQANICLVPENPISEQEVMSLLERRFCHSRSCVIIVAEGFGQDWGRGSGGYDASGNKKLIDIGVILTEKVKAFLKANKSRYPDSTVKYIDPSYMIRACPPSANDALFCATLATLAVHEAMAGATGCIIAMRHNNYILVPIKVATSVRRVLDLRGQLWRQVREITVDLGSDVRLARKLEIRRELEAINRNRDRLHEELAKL
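Luminescent ADP detection (ADP-Glo, two-step: ATP depletion then ADP-to-ATP conversion for luciferase) reported PFK activity after 45 min room-temperature reaction of 1.25 nM enzyme with 0.5 mM F6P and 0.1 mM ATP at pH 8.0.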
PTAP TSG101 blk: qHTS Assay for Iinhibitors of HIV-1 Budding by Blocking the Interaction of PTAP/TSG101 | Potency, µM (series often up to 115 µM), inactives show at the top dose activity change, negative = inhibition, hits mostly inhibitors | Fluorescence polarization, FITC-PTAP peptide / Tsg101 binding | Tumor susceptibility gene 101 protein (Homo sapiens), Q99816 | 340,000 tested, under 10 active; active means well fitted inhibition curve with a large enough effect in the main read-out, with a control signal flat, not every such curve was filed as active; inconclusive means small, poorly fitted or top-dose-only effect, or effect the other way, or a change in a side signal; inactive means no such curve, though single readings can be large or run the other way; further: potency means the concentration at half of the fitted maximal effect; % of control where 0% means no effect
Target sequence (Q99816 whole entry, looked up): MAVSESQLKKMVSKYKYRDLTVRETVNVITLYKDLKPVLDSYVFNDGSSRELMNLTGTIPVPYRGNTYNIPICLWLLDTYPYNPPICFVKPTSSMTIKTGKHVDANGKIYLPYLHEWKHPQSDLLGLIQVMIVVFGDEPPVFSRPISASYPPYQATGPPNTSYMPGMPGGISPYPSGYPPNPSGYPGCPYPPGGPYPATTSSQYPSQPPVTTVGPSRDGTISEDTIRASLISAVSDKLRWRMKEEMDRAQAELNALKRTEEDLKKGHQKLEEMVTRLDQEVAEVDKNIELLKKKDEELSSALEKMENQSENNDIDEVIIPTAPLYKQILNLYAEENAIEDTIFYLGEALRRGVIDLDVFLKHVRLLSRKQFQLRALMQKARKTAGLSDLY
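Compounds were pin-transferred onto Tsg101 binding domain (10 uM final) in HEPES pH 7.5 buffer, then FITC-PTAP peptide was added at 50 nM final. After 20 min at RT, polarization reported peptide displacement across a qHTS concentration series.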
The depositor's hits bear a star; ? = inconclusive; nt = not tested or not shown; [ ] = dose if it differs, or a comment. Unless noted, the call rests on the fitted dose curve; in most records, active means well fitted curve in the direction sought with a large enough effect; inconclusive means small, poorly fitted or top-dose-only effect, or another doubt; inactive means no such curve, though single readings can be large; an effect the other way counts as inactive or inconclusive.

molecule	B2AR arrestin	ASM inhibitor	Menin-MLL TR inh	GALK inh	PKM2 act	Giardia kill	FBPA coupling cs	Chronic BCR inh	a7 integrin act	Tb PFK block	PTAP TSG101 blk
CC(=O)N1c2ccc(S(=O)(=O)NCC3CCC(C(=O)N4CCC(C)CC4)CC3)cc2CC1C (stereo unspecified)	-0.8%	2%	-21%	1%	0%	27	0	9%	27%	-5%	-9%
COC(=O)c1ccc(COc2ccccc2/C=C(\C#N)C(=O)NC(C)C)cc1	0.2%	3%	11%	-7%	0%	-18	-2	?	0%	-6%	2%
COCC(=O)NC1CCN(S(=O)(=O)c2ccc(C(=O)O)cc2)CC1	-0.4%	0%	0%	7%	-12%	-3	7	4%	-4%	1%	-2%
COCCCN(C(=S)Nc1cc(Cl)cc(Cl)c1)C(C)c1ccncc1 (stereo unspecified)	0.0%	3%	11%	-1%	-4%	3	-2	-16%	-15%	-13%	-1%
Cc1cccc(C)c1NC(=O)NC1(C(=O)N2CCOCC2)CCCCC1	0.0%	4%	0%	-2%	-2%	-11	0	-1%	6%	-1%	-1%
CCn1c(C(=O)N2CCCC(C(=O)NCCc3ccc(C)cc3)C2)cc2sccc21 (stereo unspecified)	0.1%	-3%	-8%	0%	1%	-28	5	?	?	-4%	-2%
COc1ccc(CCNC(=O)COc2cc(=O)n(C)c3ccccc23)cc1OC	-1.1%	6%	0%	7%	-2%	-7	4	?	-6%	0%	-5%
O=C(Nc1cc(-c2ccccc2)cs1)c1ccco1	0.3%	-2%	nt	nt	nt	3	nt	?	15%	-3%	-4%

(further entries)
molecule	B2AR arrestin	ASM inhibitor	Menin-MLL TR inh	GALK inh	PKM2 act	Giardia kill	FBPA coupling cs	Chronic BCR inh	a7 integrin act	Tb PFK block	PTAP TSG101 blk
CCOC(=O)C1=C(C)n2c(s/c(=C3\C(=O)Nc4ccccc43)c2=O)=NC1c1ccc(OC)cc1 (stereo unspecified)	0.0%	?	?	1%	?	3	-1	?	-13%	-20%	6%
Cn1nc(C(F)(F)F)c(/C=N/OC(=O)c2ccccc2)c1Sc1ccc(Cl)cc1	0.2%	-4%	0%	0%	7%	2	-5	?	-29%	-5%	1%
C=CCn1c(SCC(=O)Nc2ccc(C)cc2C)nnc1-c1cccnc1	0.4%	-1%	4%	1%	-1%	18	3	?	-19%	3%	2%
COc1ccc(N2CCN(C(=O)CCNS(=O)(=O)c3ccc4c(c3)CCC(=O)N4)CC2)cc1	0.4%	3%	-19%	0%	-3%	1	-1	2%	-25%	1%	-4%
O=C(O)C1CCCCC1C(=O)NCc1ccncc1 (stereo unspecified)	-0.1%	6%	-1%	3%	8%	-14	1	1%	11%	-8%	0%
Cc1ccccc1C(=O)NC1CCSC1=O (stereo unspecified)	-1.0%	1%	nt	-4%	-1%	-21	1	-1%	12%	1%	-1%
CCc1ccccc1NC(=O)Cn1nnc(-c2cccs2)n1	0.1%	-1%	-8%	2%	-2%	-1	-1	-2%	-24%	0%	-8%
O=C(CCc1nc2ccccc2c(=O)[nH]1)OCC(=O)c1ccc(C2CCCCC2)cc1	-0.8%	5%	-12%	0%	-4%	-11	4	3%	23%	0%	0%

Additional compounds follow:
molecule	B2AR arrestin	ASM inhibitor	Menin-MLL TR inh	GALK inh	PKM2 act	Giardia kill	FBPA coupling cs	Chronic BCR inh	a7 integrin act	Tb PFK block	PTAP TSG101 blk
CC1=C/C(=C(/c2cc(C)c(O)c(Br)c2)c2ccccc2S(=O)(=O)O)C=C(Br)C1=O	0.3%	1%	?	0%	nt	9	-19	?	2%	-30%	-9%
N#Cc1c(NC(NC(=O)c2ccco2)C(=O)c2ccccc2)sc2c1CCCC2 (stereo unspecified)	-0.2%	-13%	-4%	-3%	8%	4	-1	1%	-5%	?	-8%
CC(C)c1cccc(C(C)C)c1NC(=O)CCl	-0.2%	5%	-7%	-1%	2%	22	-2	-17%	?	-2%	-1%
CC(=O)Nc1ccc(NS(=O)(=O)c2ccccc2)c2ccccc12	0.1%	-5%	-13%	-1%	nt	10	-1	3%	21%	7%	1%
CCCn1c(=O)c2c(c3ccccc31)OCC(=O)N2	-0.1%	3%	15%	0%	2%	12	1	?	-7%	-10%	-1%
CCn1c(SC(C)C(=O)Nc2ccc(N3CCOCC3)cc2)nnc1C1CC1 (stereo unspecified)	-0.9%	-1%	nt	nt	nt	-18	nt	-1%	2%	7%	-1%
Cc1ccc(NC(=O)CSCC(=O)N(CCC(C)C)c2c(N)n(Cc3ccccc3)c(=O)[nH]c2=O)cc1	-0.1%	-1%	nt	nt	nt	-23	nt	4%	-17%	-1%	-2%
FC(F)(F)c1cnc(Oc2ccccc2-c2nnc(-c3ccc(Cl)cc3)o2)c(Cl)c1	0.0%	-17%	7%	-3%	-5%	-18	-3	?	-15%	4%	-2%

Profiles as entered above.
Cc1ccc(NC(=O)CSCC(=O)N(CCC(C)C)c2c(N)n(Cc3ccccc3)c(=O)[nH]c2=O)cc1 across the screens: B2AR arrestin: -0.1%; ASM inhibitor: -1%; Menin-MLL TR inh: nt; GALK inh: nt; PKM2 act: nt; Giardia kill: -23; FBPA coupling cs: nt; Chronic BCR inh: 4%; a7 integrin act: -17%; Tb PFK block: -1%; PTAP TSG101 blk: -2%
CC(C)c1cccc(C(C)C)c1NC(=O)CCl across the screens: B2AR arrestin: -0.2%; ASM inhibitor: 5%; Menin-MLL TR inh: -7%; GALK inh: -1%; PKM2 act: 2%; Giardia kill: 22; FBPA coupling cs: -2; Chronic BCR inh: -17%; a7 integrin act: ?; Tb PFK block: -2%; PTAP TSG101 blk: -1%
CC(=O)Nc1ccc(NS(=O)(=O)c2ccccc2)c2ccccc12 across the screens: B2AR arrestin: 0.1%; ASM inhibitor: -5%; Menin-MLL TR inh: -13%; GALK inh: -1%; PKM2 act: nt; Giardia kill: 10; FBPA coupling cs: -1; Chronic BCR inh: 3%; a7 integrin act: 21%; Tb PFK block: 7%; PTAP TSG101 blk: 1%

The listing continues.
molecule	B2AR arrestin	ASM inhibitor	Menin-MLL TR inh	GALK inh	PKM2 act	Giardia kill	FBPA coupling cs	Chronic BCR inh	a7 integrin act	Tb PFK block	PTAP TSG101 blk
COc1cc(CNC(C)(C)C)ccc1OCC(=O)NC(C)(C)C	0.2%	14%	1%	1%	6%	7	0	-1%	18%	1%	0%
O=C(Cc1ccccc1)N/N=C/c1cccc([N+](=O)[O-])c1	0.3%	1%	26%	1%	-2%	-11	-6	-2%	-32%	-8%	0%
COc1ccc(C(=O)CCc2nc3ccccc3s2)cc1	0.1%	6%	-23%	1%	2%	9	-10	?	24%	-2%	-12%
CC1CCN(c2ccc3c(c2)S(=O)(=O)c2cccc(C(=O)NCc4cccc(F)c4)c2C3=O)CC1	-3.7%	-8%	nt	nt	nt	-17	nt	?	0%	1%	?
CCN(CC)C(=O)Sc1cccc2cccnc12	5.6%	3%	-1%	-3%	2%	4	2	11%	19%	-1%	0%
CC1CCN(CC(O)COC2CCC(C(C)(C)C)CC2)CC1 (stereo unspecified)	-0.5%	1%	-12%	-1%	-10%	-10	-1	-1%	-61%[inhibitor]	3%	-1%
O=C(NCC1CCCO1)c1ccc(NC(=O)C2CCCCC2C(=O)O)cc1 (stereo unspecified)	-0.4%	-7%	17%	2%	-3%	4	1	-3%	-37%	20%	1%
Cc1ccc(S(=O)(=O)N(C)c2ccc(C(=O)N3CCc4ccccc4C3)cc2)cc1	0.0%	0%	?	5%	6%	9	2	-13%	13%	-3%	-7%

Assay outcomes (PubChem)

The list is partial, so the mix of outcomes need not match the whole.
